Rpn11 inh – Rpn11 (human) deubiquitinase inhibition; calls only at 20 µM; O00487; human 26S proteasome, Ub4-pepOG fluorescence polarization; 20S core pre-blocked with epoxomicin; 0.59% of 360,000 active;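 active = inhibition at 20 µM, scaled to each plate's controls, above about 33%, limit read from the data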
MsrA inh – inhibitors of bovine MsrA. purified bovine MsrA, absorbance read-out. inhibition, % at 15.5 µM. 0.75% of 360,000 active; in the data active = inhibition above about 4.5%;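 also: 0% = vehicle wells with enzyme and 100% = reference inhibitor wells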
STEP inh – STEP (human) phosphatase inhibition; inhibition, % at 20 µM; recombinant STEP, OMFP fluorogenic substrate, fluorescence; P54829; 0.25% of 360,000 active; AID 588621;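 active = inhibition at 20 µM, scaled per plate between control wells, above about 37%, limit read from the data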;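 also: 0% = DMSO with enzyme and substrate and 100% = substrate only without enzyme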
Target sequence (P54829 whole entry, looked up): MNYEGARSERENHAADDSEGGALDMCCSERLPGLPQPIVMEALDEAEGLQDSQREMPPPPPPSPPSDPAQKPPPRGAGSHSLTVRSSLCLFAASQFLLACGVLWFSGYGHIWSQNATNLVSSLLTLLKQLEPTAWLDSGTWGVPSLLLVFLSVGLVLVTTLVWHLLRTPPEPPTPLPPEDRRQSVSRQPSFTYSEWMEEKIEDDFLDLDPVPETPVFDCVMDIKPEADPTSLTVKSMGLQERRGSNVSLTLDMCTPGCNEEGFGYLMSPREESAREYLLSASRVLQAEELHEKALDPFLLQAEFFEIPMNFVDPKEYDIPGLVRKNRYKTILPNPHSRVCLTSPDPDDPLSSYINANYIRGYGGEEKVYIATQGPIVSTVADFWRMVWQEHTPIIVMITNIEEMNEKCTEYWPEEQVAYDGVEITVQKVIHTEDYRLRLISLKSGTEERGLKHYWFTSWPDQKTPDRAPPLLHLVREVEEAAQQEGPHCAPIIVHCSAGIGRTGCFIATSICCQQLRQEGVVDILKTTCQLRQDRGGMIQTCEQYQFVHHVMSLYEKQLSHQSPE
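Material: STEP (striatal-enriched tyrosine phosphatase) enzyme, cell-free; Compound dosing: 20 µM single dose in 1% DMSO; Technique: fluorescence read at 480 nm ex / 540 nm em; Times: reaction 20 min, ambient temperature; Medium: 50 mM Bis-Tris pH 6.0 with 2.5 mM DTT and 0.005% Tween 20; Also added: OMFP at 25 µM.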
Tb MetRS inh – Trypanosoma brucei MetRS inhibition. purified T. brucei MetRS, ATP depletion, Kinase-Glo luminescence. inhibition, % at 11.9 µM. 0.4% of 360,000 active. AID 624268;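 active = inhibition above a per-plate cutoff of the control wells' mean inhibition plus 3 SD, cut at about 5.5% in these data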;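 also: 0% = DMSO wells median and 100% = median of wells with control inhibitor compound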
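Measured by: Kinase-Glo luciferase luminescence reporting remaining unconsumed ATP. Material: purified T. brucei MetRS enzyme. Doses: 11.9 µM compound single dose, 0.9% DMSO. Medium: HEPES buffer containing pyrophosphatase, BSA, spermine, DTT. Times: 15 min preincubation, 2 h reaction, all 25 °C. Reagent: methionine, ATP and bulk E. coli tRNA.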
CSN deneddyl inh – blocks human CSN-mediated cullin deneddylation. Q92905. inhibition, % at 12.5 µM. Purified CSN, SCF-Nedd8-OG deneddylation, fluorescence polarization. AID 651999. 0.38% of 360,000 active;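 active = pattern-corrected inhibition above about 35%, with an unprinted fluorescence ratio check between 0.5 and 1.5, limit read from the data, passing the limit was not always enough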;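 also: 0% = enzyme with substrate and 100% = substrate without enzyme; some results filed as inactive read as strong as hits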
Target sequence (Q92905 whole entry, looked up, one chain of several): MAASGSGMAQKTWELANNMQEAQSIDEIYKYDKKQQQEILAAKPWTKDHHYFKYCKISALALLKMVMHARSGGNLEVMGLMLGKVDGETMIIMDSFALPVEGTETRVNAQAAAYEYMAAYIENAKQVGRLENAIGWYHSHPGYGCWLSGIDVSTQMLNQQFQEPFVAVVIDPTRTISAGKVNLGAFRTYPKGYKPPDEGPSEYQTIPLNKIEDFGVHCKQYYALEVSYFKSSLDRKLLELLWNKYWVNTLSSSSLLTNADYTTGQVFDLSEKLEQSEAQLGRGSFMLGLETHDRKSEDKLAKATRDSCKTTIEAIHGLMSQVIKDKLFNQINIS
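Assay system: purified human Csn5 enzyme expressed in HEK293T cells; Input: 0.24 nM Csn5 enzyme, final concentration; Reagent: 10 nM SCFSkp2-Nedd8OG; Compound dosing: 12.5 µM single point; Times: reaction 90 min, room temperature; Technique: fluorescence polarization readout.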
Scp1 inh – Scp-1 (human) phosphatase inhibition | Q9GZU7 | inhibition, % at 20 µM | Recombinant Scp1, phosphopeptide, malachite green phosphate absorbance | AID 493091 | 0.88% of 340,000 active;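 active = inhibition above about 50% at 20 µM, limit read from the data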;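 also: plate controls were DMSO wells with enzyme for no effect and wells lacking enzyme for full effect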
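Test system: SCP-1 phosphatase catalytic domain, residues 76-261; measured by: colorimetric phosphate reagent with accelerator and stabiliser, absorbance at 630 nm; timing: enzyme reaction 45 min at room temperature, colour 5 min, stabilisation 30 min; also added: Phosphorylated 17-residue peptide substrate; compound dosing: one concentration, 20 µM, with 1.0% DMSO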
NadD block – inhibitors of Staphylococcus aureus NadD; purified NadD enzyme, colorimetric absorbance read-out; inhibition, % at 20 µM; 0.78% of 360,000 active; in the data active = inhibition above about 26%; also: some compounds past the cut are filed as inactive
DNMT1 inh – blocks human DNA methyltransferase DNMT1; DNMT1 molecular beacon, Hinp1I cleavage, fluorescence; inhibition (reported as % activation of signal), % at 10 µM; 0.83% of 360,000 active; AID 588458; in the data active = inhibition above about 50%
LMPTP inh – LMPTP (human) inhibition; 0.22% of 360,000 active; recombinant LMPTP-A, OMFP fluorogenic substrate, fluorescence intensity; inhibition, % at 20 µM; P24666;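 active = compounds that cut the enzyme signal by at least half of the control window in the single-dose screen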;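 also: plate controls were DMSO wells with enzyme plus substrate for no effect and substrate without enzyme for full effect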
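Assay system: LMPTP-A phosphatase enzyme | Input: 0.625 nM enzyme | Also added: Fluorogenic phosphatase substrate OMFP at 400 µM final | Compound dosing: One test concentration per compound, 20 µM, with 3% DMSO overall | Schedule: 50 min enzyme reaction at room temperature, protected from light | Signal: Fluorescence intensity | Benchmarks: no-enzyme and uninhibited controls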
SUMO1 PPI mod – alters human SUMO1 binding to SIM partners; 0.33% of 360,000 active; AID 602429; P63165; inhibition, % at 20 µM; SUMO1 binding to a labelled peptide, TR-FRET, 1 h; in the data active = inhibition above about 37%
Target sequence (P63165 whole entry, looked up): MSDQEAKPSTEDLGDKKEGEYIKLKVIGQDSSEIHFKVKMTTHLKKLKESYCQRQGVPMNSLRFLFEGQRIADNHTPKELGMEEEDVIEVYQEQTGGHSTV
* hit, by the source's call; i = inactive; x = no result given.

#	Rpn11 inh	MsrA inh	STEP inh	Tb MetRS inh	CSN deneddyl inh	Scp1 inh	NadD block	DNMT1 inh	LMPTP inh	SUMO1 PPI mod	SMILES
1	i	-1.1	1.3	-0.1	0.0	-8.5	-7.7	4.6	1.1	-1.0	Cc1cccc(-c2nc(CS(=O)CC(=O)NCCc3ccccc3)c(C)o2)c1 (centres undefined)
2	i	-1.6	1.1	-0.4	-5.0	5.8	-3.4	8.0	0.0	0.9	CC(C)N=C1SC(CC(=O)Nc2ccccc2)C(=O)N1C(C)C (centres undefined)
3	i	-0.9	5.6	-0.2	2.3	7.6	-1.5	4.5	-0.5	1.2	O=C(CCC1CCCN(C(=O)c2ccc3c(c2)OCO3)C1)NCc1ccc(F)c(F)c1 (centres undefined)
4	i	0.5	-3.7	-0.3	-0.2	-8.1	-1.9	2.1	-0.4	-1.5	[N-]=[N+]=NC[C@H](Cc1ccccc1)N1CC[C@@H](O)CCC1=O
5	i	-0.7	-1.1	-0.3	-0.9	-10.9	-7.8	1.8	-2.2	0.7	Nc1nnnn1CC(=O)OCc1cccc(Br)c1
6	i	0.7	1.6	-0.8	1.1	2.6	9.2	8.5	-0.6	2.4	COc1ccc(C(=O)CSc2nnc(-c3ccoc3C)n2CC2CCCO2)cc1 (centres undefined)
7	i	-0.3	-6.0	-0.2	2.8	-13.2	-1.7	4.3	-1.5	-3.6	O=C1NCC(Nc2ccc(Cl)cc2)C(=O)N1 (centres undefined)
8	i	1.7	0.3	0.1	2.4	-7.4	0.2	-2.4	3.9	3.3	COC(=O)c1ccccc1NC(=O)c1cccc(COc2ccccc2Cl)c1
9	i	0.1	-0.2	1.6	-0.5	-4.2	-1.5	1.4	-0.6	-2.1	O=C(Nc1ccc(Cl)c(Cl)c1)OCCNC(=O)c1ccncc1
10	i	1.7	-1.7	-0.4	-3.4	16.2	7.0	-1.1	0.3	-12.3	N#C/C(=C\c1ccc(N2CCOCC2)c([N+](=O)[O-])c1)c1nc2ccccc2[nH]1
11	i	0.8	-2.6	-0.9	-0.9	0.8	-2.9	2.7	-2.0	-1.7	Cc1cccn2c(=O)c3cc(C#N)c(=NC(=O)c4ccncc4)n(CCCOC(C)C)c3nc12
12	i	3.8	2.7	-0.7	12.8	8.9	1.2	-0.4	-0.9	-29.1	COc1cc(/C=C2\SC(N)=NC2=O)ccc1O
13	i	0.3	-1.6	-1.9	-2.5	2.6	-5.5	-1.5	-1.7	-2.2	Cc1nc2ccc(NS(=O)(=O)c3ccc4c(c3)OCCO4)cc2s1
14	i	1.2	-5.3	-0.7	0.2	6.1	-5.5	1.5	-0.3	-18.0	CCOc1ccc(CC(=O)OCc2cc(=O)n3cc(Br)ccc3n2)cc1
15	i	0.7	-3.1	-0.4	-1.2	-6.8	-2.7	0.6	0.7	2.8	CCOc1ccc(NC(=O)CN(C)C(=O)CSc2ccccc2)cc1OCC
16	i	0.1	2.8	-0.5	0.6	-3.4	4.1	0.7	1.0	4.9	COc1ccc(CNC(=O)CSc2nc3c(oc4ccccc43)c(=O)n2CC2CCCO2)cc1 (centres undefined)
17	i	0.6	-0.3	-0.2	-1.6	2.6	-1.2	-1.7	-1.0	-2.7	COCCNC(=O)Cn1cc(C(=S)N2CCCCC2)c2ccccc21
18	i	0.1	2.1	-0.1	-0.6	-10.4	27.7	-9.6	3.9	-26.3	COc1cc2c3c(c1)-c1c(sn(-c4cc(OC)ccc4OC)c1=S)C(C)(C)N3C(=O)C2=O
19	i	0.5	-1.4	1.9	-1.8	17.1	3.1	0.5	-1.5	2.7	Cc1ccc(S(=O)(=O)n2c(C)nc3cc(C)ccc32)cc1
20	i	3.2	-1.8	-0.5	-0.9	x	-0.8	2.9	-1.6	4.4	COC(=O)[C@@H](Cc1ccccc1)NC(=O)[C@H]1O[C@@H](n2cnc3c(N)ncnc32)[C@H](O)[C@@H]1O
21	i	-0.3	-0.1	0.3	6.4	20.1	19.0	-0.2	-0.3	-2.5	C=C[C@@H]1c2cccc(C)c2N(S(=O)(=O)c2ccc(C)cc2)[C@H](c2ccccc2)C1(C#N)S(=O)(=O)c1ccccc1 (some centres undefined)
22	i	-0.4	-1.2	-0.5	1.2	0.3	-2.3	-5.0	1.4	-19.6	O=C(c1ccccc1)N1CCN=C1SCc1ccc([N+](=O)[O-])cc1
23	i	0.2	3.6	-1.0	-2.5	-4.9	0.4	3.9	-0.5	-2.0	CCC(C)NC(=O)CCSc1ccc(C)cc1 (centres undefined)
24	i	0.4	2.2	0.7	-15.7	-3.1	3.8	3.9	0.2	-3.5	COc1ccc(CCN2C(=O)NC(NS(=O)(=O)c3ccc(Cl)cc3)(C(F)(F)F)C2=O)cc1OC (centres undefined)
25	i	-1.7	-1.1	-1.0	-1.3	-7.0	-0.9	2.0	-3.9	0.9	O=C(O)c1ccc(NC(=O)C2CC=CCC2C(=O)O)cc1 (centres undefined)
26	i	0.7	-2.9	-2.0	1.9	x	-6.4	7.2	-2.5	-0.3	C[C@@H]1CN([C@@H](C)CO)C(=O)c2cc(Br)cnc2O[C@@H]1CN(C)S(=O)(=O)c1ccc(F)cc1
27	i	0.9	-0.2	-0.5	-9.5	-10.8	-11.7	-0.4	0.4	-1.9	COC(=O)c1scc(C)c1NS(=O)(=O)c1ccc(NC(C)=O)cc1
28	i	1.2	3.5	-0.1	-1.4	1.6	16.2	-4.4	3.6	-11.5	O=C(Nc1cccc(-c2ccc(N3CCCCC3)nn2)c1)c1ccco1
29	i	-0.4	0.5	-0.3	0.9	-6.0	5.2	0.5	2.5	-6.9	CC(=O)Nc1ccc(C(=O)NCC(c2ccco2)N(C)C)cc1 (centres undefined)
30	i	0.2	-1.6	-0.7	1.1	1.1	-3.7	3.5	0.0	-3.0	CC(=O)Nc1cc(C(=O)N2CCCC2)ccc1S(=O)(=O)c1ccc(C)cc1

As entered above.
In Tb MetRS inh, `O=C(Nc1cccc(-c2ccc(N3CCCCC3)nn2)c1)c1ccco1` shows -0.1
In MsrA inh, `COCCNC(=O)Cn1cc(C(=S)N2CCCCC2)c2ccccc21` shows 0.6

Carrying on.
#	Rpn11 inh	MsrA inh	STEP inh	Tb MetRS inh	CSN deneddyl inh	Scp1 inh	NadD block	DNMT1 inh	LMPTP inh	SUMO1 PPI mod	SMILES
31	i	0.3	-2.7	-1.6	-0.1	-3.5	-0.9	0.9	-2.4	10.9	CCOC(=O)C1CCCN(Cc2ccc(OCc3ccccc3)c(OC)c2)C1 (centres undefined)
32	i	-0.6	0.4	-0.3	-0.1	-6.0	2.5	0.3	-0.7	3.3	C=C(C)Cn1c(N2CCCC2)nc2c1c(=O)[nH]c(=O)n2C
33	i	1.0	0.1	-0.7	-2.1	-4.4	-8.2	-0.7	-1.5	9.4	O=C(COC(=O)c1ccccc1O)NCCCc1ccccc1
34	i	1.1	-0.2	-1.0	0.8	-15.4	1.3	12.8	1.1	-7.8	Cc1cccc(NC(=O)c2cc(-c3cc(C)c(C)cc3O)n[nH]2)c1
35	i	0.4	0.8	1.2	-2.8	-20.6	-2.4	4.0	-0.1	-7.4	CSc1nc(C)c(C(=O)C[n+]2ccccc2C)cc1C#N
36	i	-1.1	1.2	0.0	2.7	x	-7.2	4.9	-1.3	3.8	Cc1cccc(C)c1C(O)c1ncc(-c2ccc(Cl)cc2)[nH]1 (centres undefined)
37	i	-1.1	0.1	0.0	0.2	-5.1	-7.5	8.3	0.8	-0.5	CCOC(=O)c1sc(NC(=S)NC(=O)C23CC4CC(CC(C4)C2)C3)cc1C
38	i	0.6	3.3	-2.0	-3.7	2.8	-6.0	-3.4	-1.3	-1.1	C=C(C)C1CC=C(C)/C(=N/NC(=O)c2ccc(NC(=O)CCC)cc2)C1 (centres undefined)
39	i	0.7	0.3	0.3	-2.3	18.3	-2.2	0.1	-0.6	-0.2	CCCC(=O)N1CCN(c2nc3ccc(CC)cc3s2)CC1
40	i	0.7	2.5	-1.1	-3.6	0.8	-2.1	1.7	-3.1	1.2	COC1=C(OC)c2ccccc2C(C(=O)O)N/C1=C(/C)Nc1ccncc1 (centres undefined)
41	i	0.7	-1.2	-0.3	3.1	41.7	4.4	2.2	0.6	-0.7	CCN1C(=NCc2ccccc2)N[C@@H](c2ccccc2)[C@H](C(=O)OC)[C@H]1C
42	i	x	-3.8	0.2	0.2	-5.9	-5.0	-1.0	-2.1	-2.7	CCOC(=O)c1cnn(C)c1NC(=O)c1ccc(Cl)cc1Cl
43	x	0.3	x	-1.5	1.9	x	-1.0	x	-1.8	-0.1	COC(=O)[C@]12CCCCC=C1N(Cc1ccc(Cl)cc1Cl)C(=O)[C@H](CC(=O)NCCCN1CCCC1=O)C2
44	i	-0.2	0.2	-0.4	-1.6	46.7	0.1	-5.0	2.6	3.0	COc1ccc2c(c1)CCc1sc(NC(=O)c3ccc(C)cc3)nc1-2

Some entries already given, limited to STEP inh and Tb MetRS inh.
no.	Compound	STEP inh	Tb MetRS inh
34	Cc1cccc(NC(=O)c2cc(-c3cc(C)c(C)cc3O)n[nH]2)c1	-0.2	-1.0
41	CCN1C(=NCc2ccccc2)N[C@@H](c2ccccc2)[C@H](C(=O)OC)[C@H]1C	-1.2	-0.3
38	C=C(C)C1CC=C(C)/C(=N/NC(=O)c2ccc(NC(=O)CCC)cc2)C1 (centres undefined)	3.3	-2.0
33	O=C(COC(=O)c1ccccc1O)NCCCc1ccccc1	0.1	-0.7

Screens: PubChem BioAssay, several laboratories
